mHTT CaM bind: disrupts binding of mutant huntingtin to calmodulin | P42858 | hit rate 3.6% among 190,000 | AlphaScreen His-mHTT/GST-CaM binding, luminescence | AID 1671202 | inhibition, % at 15 µM;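 note: 0% = both proteins with DMSO and 100% = one protein alone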
Pf apPOL inh: Pf-apPOL DNA polymerase inhibition; hit rate 0.25% among 210,000; Recombinant Pf-apPOL, molecular beacon fluorescence, 1.5 h; inhibition, % at 10 µM; AID 1794808
An asterisk follows results filed as active; i = inactive; · = not tested or not shown; & = joins results of further samples. Cut-off read from the data, not from the text of the source: active = inhibition above about 50%; inactive = the rest.

The opening five entries (preview)
Second line of a record: mHTT CaM bind	Pf apPOL inh
O=C(C1CC1)N1CCc2sc(S(=O)(=O)N3CCN(c4ccccc4F)CC3)cc2C1
    16	-3
Nc1ccc2nc3c(=O)[nH]c(=O)[nH]c3nc2c1
    10	-1
CS(=O)(=O)c1ccc2nc(NC(=O)C(c3ccccc3)c3ccccc3)sc2c1
    20	-2
Cc1ccc(CNC(=O)COc2cc(C)nc(N3CCCC3)n2)cc1
    -2	3
CCc1ccc(NC(=O)Cn2cnc3c(-c4ccc(C)cc4)csc3c2=O)cc1
    4	-6

Results, previewed entries included:
Second line of a record: mHTT CaM bind	Pf apPOL inh
O=C(C1CC1)N1CCc2sc(S(=O)(=O)N3CCN(c4ccccc4F)CC3)cc2C1
    16	-3
Nc1ccc2nc3c(=O)[nH]c(=O)[nH]c3nc2c1
    10	-1
CS(=O)(=O)c1ccc2nc(NC(=O)C(c3ccccc3)c3ccccc3)sc2c1
    20	-2
Cc1ccc(CNC(=O)COc2cc(C)nc(N3CCCC3)n2)cc1
    -2	3
CCc1ccc(NC(=O)Cn2cnc3c(-c4ccc(C)cc4)csc3c2=O)cc1
    4	-6
Cc1cccc(OCC(=O)O/N=C(\N)c2ccccn2)c1
    i	-82
CCC1CN(C(=O)Nc2ccc3c(c2)OCCO3)c2cc(C)ccc2O1 (stereo not drawn)
    25	-1
O=C(Nc1c2c(nn1-c1cccc(Cl)c1)CS(=O)C2)c1ccccc1F (stereo not drawn)
    0	-2
Cc1cccc(NC(=O)CN(c2ccccc2F)S(C)(=O)=O)c1C
    -6	-2
CCc1nccn1Cc1nc(-c2ccccc2F)no1
    -4	-3
CCc1cc(C2CCCN2C(=O)c2cc(-c3ccccc3Cl)on2)on1 (stereo not drawn)
    -3	-1
CCOc1ccc(C(=O)N2CCCCC2CCN2CCOCC2)cc1 (stereo not drawn)
    -3	-8
O=C(Nc1ccc(N2CCN(C(=O)c3ccccc3)CC2)nc1)C1CCCC1
    6	-5
O=C(CCCOc1ccc(Cl)cc1Cl)N1CCN(c2ccc(F)cc2)CC1
    76*	9
CCCCC#Cc1cncc(C(=O)NN=Cc2cccs2)c1
    ·	1
CCC(=O)N1CCc2sc(S(=O)(=O)NCc3cccc(OC)c3)cc2C1
    -2	-7
CCCSCCCNC(=O)c1csc2c1CCCC2
    -9	1
CC(C)CCNC(=O)c1cc(S(=O)(=O)N2CCc3ccccc32)ccc1F
    -10	5
Cn1c2c(c(=O)[nH]c1=O)C(c1ccc(F)cc1)NC(=O)N2 (stereo not drawn)
    -9	-6
O=C(CCn1ccc(=O)[nH]c1=O)N1CCN(C(=O)C2CC2c2ccccc2)CC1 (stereo not drawn)
    -5	-4
O=C1C(=C(O)C=Cc2ccc(O)cc2)C(O)=C(C(O)C2OCC(O)C(O)C2O)C(=O)C1(O)C1OC(CO)C(O)C(O)C1O (stereo not drawn)
    ·	-6
COc1ccc(C=Nc2c(-c3ccc(O)c(OC)c3)nc3ccccn23)cc1O
    32	-3
Cc1ccc(C)c(N2C(=O)CC3CS(=O)(=O)CC32)c1 (stereo not drawn)
    3	-3
O=C(NCCc1ccc(F)cc1)c1ccc([N+](=O)[O-])cc1
    -7	-2
Cc1sc2nc(SCc3ccc(C(=O)NCCO)cc3)[nH]c(=O)c2c1C
    -6&0	0&-5
O=C(Nc1cc(F)ccc1F)C(NS(=O)(=O)c1cccs1)c1ccccc1 (stereo not drawn)
    0	3
O=C(Cc1cccs1)N1CCc2nc3cc[nH]n3c(=O)c2C1
    1	-1
COc1cc2nc(SCc3nc4ccccc4n3C)[nH]c2cc1OC
    5	·
Cc1noc(-c2nn(C)c3c2CN(S(=O)(=O)c2ccc(C(C)C)cc2)CC3)n1
    12	-1
COc1cc(C2Nc3ccccc3NC3=C2C(=O)CC(c2cccs2)C3)cc(Cl)c1O (stereo not drawn)
    13	-4
CC(=O)c1c(C(C)=O)c(C)n(Cc2ccc(Cl)cc2)c1C
    53*	-11
O=C(CSc1nc2ccccc2o1)Nc1ccc(S(=O)(=O)Nc2ccc(Cl)nn2)cc1
    19	0
CC1=C(C(=O)OC2CCCCC2)C(c2ccc(C)o2)C2=C(CCCC2=O)N1 (stereo not drawn)
    4	·
COC(=O)CC(C(=O)OC)N1CCN(Cc2ccccc2)CC1 (stereo not drawn)
    -11	-4
CN(C)C=CC(=O)c1ccc([N+](=O)[O-])cc1Cl
    ·	-2
O=S1(=O)[C@H]2C[C@@H]3C=C[C@@]2(CN1Cc1cccc(C(F)(F)F)c1)O3
    2	-2
CCOC(=O)C1CCN(C(=O)c2cn3cccc(C)c3n2)CC1
    -4	-5
O=C(NNC(=S)NC1CC2CCC1C2)c1ccc(Cl)cc1 (stereo not drawn)
    ·	-218
O=C1NC(=O)N(c2ccccc2F)C(=O)/C1=C/c1cn(CC(=O)N2CCCCC2)c2ccccc12
    59*	-2
Cc1ccc(CCN2CC(C(=O)NCc3ccco3)CC2=O)cc1 (stereo not drawn)
    -3	13
CCCCN1CCN(C(=O)CCC2CCN(c3cc(NC4CC4)ncn3)CC2)CC1
    10	-5
Cn1c(Sc2cccs2)nc(C#N)c1C#N
    ·	-2
CCCc1cc(=O)[nH]c2nnc(SCC(=O)Nc3ccccc3C(=O)OCC)n12
    -11	-4
COc1ccc(C2=N/C(=C\C=C\c3ccccc3)C(=O)O2)cc1
    4	-2
Cc1c(O)ccc(-c2[nH]ncc2Oc2ccccc2)c1O
    53*	-7&-10
NCC(c1ccsc1)N1CCOCC1 (stereo not drawn)
    2	8
CCn1cnc2cc(NCc3ccccc3O)ccc21
    9	6
CC(C)CNC(=O)N1CC(C(=O)N2CCCC2)C2(CCOCC2)C1 (stereo not drawn)
    -1	-5
Cc1ccc(C(=O)N2CCC(Cc3ccccc3)CC2)o1
    5	-9
CCC(C)Nc1nc2c(C)cccn2c(=O)c1C=Nc1ccc([N+](=O)[O-])cc1 (stereo not drawn)
    -3	2
CCCCC[C@H](C)N1C[C@H](COCc2ccccc2)Oc2cc(N3CC[C@@H](N(C)C)C3)ccc2S1(=O)=O
    100*	-33
Clc1ccc(C2C=C(c3ccccc3)Nc3nnnn32)cc1 (stereo not drawn)
    -2	2
CCOc1ccccc1C(=O)N1CCN(CC)CC1
    -10	-9
O=C(Nc1c2c(nn1-c1ccc(F)cc1)CSC2)C1CCCCC1
    16	-4
Cc1c(Cl)cccc1NC(=O)C1CCCN(c2nnc3ccccn23)C1 (stereo not drawn)
    9	-7
COc1ccc(NC(=O)c2cn(-c3cc(N4CCCCC4)ncn3)cn2)cc1Cl
    4	2
COc1ccc(OC)c(CNC(=O)c2ccc3c(c2)nc2n3CCC(C)C2)c1 (stereo not drawn)
    3	-6
Cn1c(=O)c2c(nc3n2CC(C24CC5CC(CC(C5)C2)C4)=NN3Cc2ccccc2)n(C)c1=O
    6	7
Cc1cc(C(F)(F)F)c2c(N)c(C(=O)Nc3c(Cl)cccc3Cl)sc2n1
    -9	0
CC(C)(C)C(=O)OCc1nc(-c2cc(-c3ccccc3)no2)cs1
    ·	10

Individual results from the entries so far:
Reading of COc1ccc(OC)c(CNC(=O)c2ccc3c(c2)nc2n3CCC(C)C2)c1 (stereo not drawn) under mHTT CaM bind: 3
Reading of COc1ccc(NC(=O)c2cn(-c3cc(N4CCCCC4)ncn3)cn2)cc1Cl under mHTT CaM bind: 4
Reading of Clc1ccc(C2C=C(c3ccccc3)Nc3nnnn32)cc1 (stereo not drawn) under Pf apPOL inh: 2
Reading of CC1=C(C(=O)OC2CCCCC2)C(c2ccc(C)o2)C2=C(CCCC2=O)N1 (stereo not drawn) under mHTT CaM bind: 4
Reading of Cc1ccc(CCN2CC(C(=O)NCc3ccco3)CC2=O)cc1 (stereo not drawn) under mHTT CaM bind: -3
Reading of Cn1c(=O)c2c(nc3n2CC(C24CC5CC(CC(C5)C2)C4)=NN3Cc2ccccc2)n(C)c1=O under mHTT CaM bind: 6

The list continues:
Second line of a record: mHTT CaM bind	Pf apPOL inh
N#Cc1ccccc1CN1CCC(c2nnc(C(F)(F)F)o2)CC1
    -14	-6
Cc1ccc(C)c(S(=O)(=O)NCCO)c1
    -6	40
COc1cc(C(=O)Nc2c(C(C)C)cccc2C(C)C)c(Br)c(OC)c1OC
    1	-15
Cc1ccc(C(C)C)c(OCC(=O)Nc2cccc(-c3nc4ncccc4o3)c2)c1
    12	-6
O=[N+]([O-])c1ccccc1/C=C/CN1CCCC1CO (stereo not drawn)
    -5	2
O=C(O)c1ccc(S(=O)(=O)c2ccc(O)cc2)cc1
    4	1
COc1ccc(NC(=O)c2ccccc2SCc2ccc(F)cc2)cc1OC
    13&18	-6&1
Cn1cc(C(=O)Nc2ncc(C#N)s2)nn1
    -4	-2
Cc1ccccc1S(=O)(=O)NCc1nc2cccnc2n1C(C)C
    -6	-7
NC(=O)CSc1nnc(N2CCN(C(=O)c3ccc([N+](=O)[O-])o3)CC2)s1
    -18	-4
Cc1cc(C(=O)Nc2ccc(CC(=O)NCc3cccs3)cc2)no1
    1	8
O=C(Cc1ccccc1[N+](=O)[O-])NCc1ccccc1Cl
    -2	3
O=C(c1ccccc1)C1CCCCC1S(=O)(=O)O (stereo not drawn)
    -4	-11
COc1cccc(C(=O)NC2CCN(c3ccc(F)cc3)C2=O)c1 (stereo not drawn)
    -2	-1
Cc1nn(C(=O)c2ccco2)c(C)c1Sc1ccc(Br)cc1
    -4	-2
CC1(C)Cc2ccccc2/C(=C/C(=O)c2ccccc2[N+](=O)[O-])N1
    19	4
C=C1CN(C(C(=O)OC)C(C)C)S(=O)(=O)c2ccc(F)cc21 (stereo not drawn)
    4	5
COc1ccc(C(=O)N2CCC(Cc3nc4cccnc4n3C)C2)cc1F (stereo not drawn)
    -7	-8
O=C(Nc1ccc(O)cc1C(=O)O)c1ccc(Cl)c(Cl)c1
    -6	-3
N#Cc1cccc(S(=O)(=O)N2CCC(c3noc(-c4ccccc4)n3)CC2)c1
    -8	-6
CCC(=O)Nc1ccc(NC(=O)c2cc(OC)c(OC)c(OC)c2)cc1
    0	4
Cc1nnc(-c2ccc3ccn(CC(=O)N(C)C4CCCCC4)c3c2)o1
    -8	3
Cc1[nH]nc(SCC(=O)Nc2c(C)n(C)n(-c3ccccc3)c2=O)c1[N+](=O)[O-]
    -6	2
Cn1nc(COCc2ccccc2)c2c1CCN(C(=O)Nc1ccccc1F)C2
    5	-6
c1cc(CNc2csnc2-c2nnc(Nc3ccc4c(c3)OCO4)o2)ccn1
    1	·
CCOC(=O)CCC(=O)NCc1ccsc1
    -11	-1
CCc1nc(C2CCN(C(=O)CCc3c(C)noc3C)CC2)n[nH]1
    -12	-9
CC(=O)c1ccc(NC(=O)c2cnc3ccccc3n2)cc1
    -8	-12
CCOc1ccccc1NC(=O)N1CCc2nc(-c3ccc(Cl)cc3)ncc2C1
    -7	-4
COc1ccc2c(c1OC)C(=O)N1c3ccccc3C(=O)OC21 (stereo not drawn)
    1	-8
C/C(=N\N1C(=O)c2ccccc2C1=O)C1C(=O)c2ccccc2C1=O
    i	·
COCCN1C(=O)CCc2cc(NS(=O)(=O)c3ccc(F)c(C)c3)ccc21
    -4	-5
COc1ccc2oc(=Nc3cccc(F)c3)c(C(N)=O)cc2c1
    30	-7
O=C(NCc1ccccn1)c1ccc2c(c1)N(Cc1ccc(F)cc1)C(=O)CS2
    8	-6
CC1(C)CC(=O)C2=C(C1)N=C1c3ccccc3C(=O)C1C2c1ccc([N+](=O)[O-])cc1 (stereo not drawn)
    35	-3
Cc1ccc(-n2cnc(C(=O)NC3CCCCC3)n2)cc1
    -11	6
COc1cc(OC)c(NC(=O)N2CCCC2c2ccccc2C)cc1Cl (stereo not drawn)
    2	1
O=C(NCc1cccnc1)c1cc2nc(-c3cccs3)cc(C(F)(F)Cl)n2n1
    47	28
O=C(Nc1ccc(Cl)c(Cl)c1Cl)NC1CCSC1 (stereo not drawn)
    ·	-4&-4
COc1ccc(Cl)cc1NC(=O)CSc1nc2c(c(=O)n1-c1ccc(F)cc1)SCC2
    -2	4
COc1ccc(N2C(=O)CSC23CCC(C(C)(C)C)CC3)cc1 (stereo not drawn)
    -3	-3
COc1ccc(NC(=O)c2cnn3c(C(F)(F)F)cc(-c4ccc(C)cc4)nc23)cc1OC
    3	-1
CCOc1ccccc1C(=O)N1CCCN(c2ncccc2-c2nc(C(C)C)no2)CC1
    4	7
Cc1c(C(=O)Nc2cnc3ccccc3c2)sc2ncnc(N3CCC(C)CC3)c12
    8	2
O=C(CCC1CCCN(C(=O)Nc2cccc(F)c2)C1)N1CCCC1 (stereo not drawn)
    -5	-3
COc1ccc(-c2cc3ccc(OCC(=O)c4ccccc4)cc3oc2=O)cc1OC
    -3	-43
CC1CCCN(C(=O)C2CCN(c3cnc(N4CCSCC4)nc3)CC2)C1 (stereo not drawn)
    -5	-1
COc1cc(OC)c(OC)cc1C=C1Oc2cc(OS(=O)(=O)c3ccc(F)cc3)ccc2C1=O
    7	-15
COc1ccc(C2C(C#N)=C(N)Oc3n[nH]c(-c4ccc(OC)c(OC)c4)c32)cc1O (stereo not drawn)
    10	-1
C=C(C)CN(CC)C(=O)C1CCN(Cc2ccc(Cl)cc2)CC1
    4	-7
c1ccc(Cn2cnnc2C2CCCN(Cc3cccnc3)C2)cc1 (stereo not drawn)
    -3	0
Cc1ccc2nc(/C(C#N)=C/c3cc4c(cc3[N+](=O)[O-])OCO4)[nH]c2c1
    40&28	-5&12
CCCS(=O)(=O)N1CCCn2nc(-c3cccc(OC)c3)cc2C1
    8	-1
CC(=O)CSC(=S)N(CCN(Cc1cccs1)C(=S)SCC(C)=O)Cc1cccs1
    -1	·
O=C(Cc1cccs1)N1CCCCC1c1nc(C2CC2)no1 (stereo not drawn)
    2	-2
O=C(NCc1ccc(F)cc1F)C1CCCN(c2nnc3ccccn23)C1 (stereo not drawn)
    9	-12
Cn1c(-c2ccc(C#N)cc2)nc(=O)c2cc(Cl)ccc21
    ·	-5
O=C(NCC12CC3CC(CC(C3)C1)C2)N1CCCCC1
    -2	-2
COC(=O)c1sccc1NC(=O)N1CCCC1c1ccc(OC)cc1 (stereo not drawn)
    -6	0
